Screening results as filed in PubChem BioAssay.
Epigenetic reg = derepresses silenced GFP reporter in murine cells | Potency, µM (titrated, usually from 53.9 µM), inactives show at the highest dose GFP activation, most hits filed as activators | murine LDR cells, GFP reporter derepression, 30 h | 280,000 tested, 0.2% active; further: % of control where 0% means no effect; nearly all actives have a fitted effect of over 60% in size
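GFP-positive cell count by laser-scanning cytometry (objects 20–120 um) after 30 h, 37 C compound exposure of murine LDR cells; reporter is CMV-GFP integrated at a silenced locus, inducible by HDAC or DNMT inhibitors.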
GAA spleen mod = inhibits or activates alpha-glucosidase in human spleen homogenate. 240,000 tested, 0.006% active. human spleen homogenate, 4-MU-alpha-glucoside fluorescence. Potency, µM (titrated, usually from 79.9 µM), inactives show at the highest dose activity change, negative = inhibition, actives largely listed as inhibitors. P10253;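 further: 0% = enzyme with vehicle and -100% = no enzyme basal signal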
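Enzyme source: human spleen homogenate, 1 ug/well. Buffer 50 mM citric acid/K phosphate pH 5.0, 0.01% Tween-20. 4-MU-alpha-glucoside 1 mM; 37 C x 40 min; NaOH/glycine stop; fluorescence.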
Tau fluor cs = counter-screen for tau fibril formation inhibitors; tau K18 P301L Alexa594 fluorescence, heparin fibrillization; Potency, µM (highest dose often 57.7 µM), without a hit: at the highest dose activity change, negative = decrease; 280,000 tested, 0.93% active; AID 1463; further: on the % scale 0 is the no-effect control and ±100 the full control effect; nearly all actives have a fitted effect of over 55% in size
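Human tau K18 P301L (15 uM unlabeled, 0.24 uM Alexa 594-labeled) in 100 mM sodium acetate pH 7 with 20 uM heparin, 6 hr at 37 C. ThT 30 uM added, 1 hr ambient; Alexa 594 FP and total fluorescence read at 555/632 nm.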
GAA inh = inhibitors of human lysosomal alpha-glucosidase | P10253 | purified human GAA, 4-MU-alpha-glucoside fluorescence | Potency, µM (titrated, usually from 76.9 µM), inactives show at the top dose activity change, negative = inhibition, usual class: inhibitors | 200,000 tested, 0.005% active;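 further: plate controls were uninhibited enzyme wells for no effect and no-enzyme background for full effect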
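AC50 values come from Hill fits of compound titrations (up to 77 uM) against 4 nM human enzyme. Substrate 4-methylumbelliferyl-alpha-D-pyranoside at 400 uM, pH 5.0 citrate buffer, 20 min room temperature; fluorescence Ex 365/Em 440 after alkaline stop.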
NPSR antagonist = blocks cAMP signaling of the human neuropeptide S receptor. Q6W5P4. CHO-NPSR cells, cAMP TR-FRET, antagonist mode. Potency, µM (doses to about 38.3 µM), for the others: at the highest dose activity change, negative = inhibition, usual class: inhibitors. 220,000 tested, 1% active. AID 1461; further: on the % scale 0 is the no-effect control and ±100 the full control effect; nearly all actives have a fitted effect of over 50% in size; many of its hits are not listed in these tables
aGal spleen mod = alpha-galactosidase A (human) modulation. AID 2107. Potency, µM (series often up to 80 µM), without a hit: top-dose activity change, negative = inhibition, most hits filed as inhibitors. 240,000 tested, 0.008% active. P06280. human spleen homogenate, 4MU-alpha-Gal fluorescence, 40 min;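 further: 0% = enzyme with vehicle and -100% = no enzyme basal signal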
Target sequence (P06280 32-429 limits assumed): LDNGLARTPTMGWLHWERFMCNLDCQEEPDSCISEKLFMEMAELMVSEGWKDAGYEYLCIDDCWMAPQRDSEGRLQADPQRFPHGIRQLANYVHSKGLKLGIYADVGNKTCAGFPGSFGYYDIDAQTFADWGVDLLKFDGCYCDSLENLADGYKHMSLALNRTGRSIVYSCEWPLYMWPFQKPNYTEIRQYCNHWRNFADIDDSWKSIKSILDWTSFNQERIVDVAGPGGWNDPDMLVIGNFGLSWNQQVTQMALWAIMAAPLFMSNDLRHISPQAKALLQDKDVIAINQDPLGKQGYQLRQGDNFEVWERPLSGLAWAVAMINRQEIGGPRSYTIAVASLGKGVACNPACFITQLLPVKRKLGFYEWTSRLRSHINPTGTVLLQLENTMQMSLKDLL
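Spleen homogenate 1 ug + cpd (titration) + 4-MU-alpha-D-galactopyranoside 1 mM; 37C 40 min; 50 mM citrate/phosphate pH 5.0, 0.01% Tween-20; stop pH 10; fluorescence 365/440; AC50 via Hill.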
ALDH1A1 inh = ALDH1A1 (human) enzyme inhibition; P00352; Purified ALDH1A1, NADH fluorescence, propionaldehyde substrate; Potency, µM (series often up to 75.3 µM), without a hit: at the highest dose activity, negative = inhibition, hits mostly inhibitors; 220,000 tested, 7.3% active; active means well fitted inhibition curve with a large enough effect, not every such curve was filed as active; inconclusive means small, poorly fitted or top-dose-only effect, or another doubt; inactive means no such curve, though single readings can be large or run the other way;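 further: plate controls were no enzyme wells and a reference inhibitor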
Target sequence (P00352 whole entry, looked up): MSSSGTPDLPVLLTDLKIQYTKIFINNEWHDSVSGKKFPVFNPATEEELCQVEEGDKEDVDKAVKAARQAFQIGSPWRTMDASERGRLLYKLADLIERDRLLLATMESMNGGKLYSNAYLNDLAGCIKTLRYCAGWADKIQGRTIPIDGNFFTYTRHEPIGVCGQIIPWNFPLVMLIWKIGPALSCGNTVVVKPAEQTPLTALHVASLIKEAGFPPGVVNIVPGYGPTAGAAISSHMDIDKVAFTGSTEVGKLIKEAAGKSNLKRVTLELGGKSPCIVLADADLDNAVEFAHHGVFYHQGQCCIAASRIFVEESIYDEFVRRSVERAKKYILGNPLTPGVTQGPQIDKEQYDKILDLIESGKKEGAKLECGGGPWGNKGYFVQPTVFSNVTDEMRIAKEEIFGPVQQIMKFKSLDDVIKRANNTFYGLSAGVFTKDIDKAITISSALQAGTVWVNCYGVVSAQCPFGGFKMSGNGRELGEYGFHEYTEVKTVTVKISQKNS
GAA glycogen mod = alters human alpha-glucosidase cleavage of glycogen; recombinant GAA, glycogen substrate, Amplex Red glucose oxidase fluorescence; Potency, µM (titrated, usually from 76.4 µM), for inactives: at the highest dose activity change, negative = inhibition, usual class: inhibitors; 300,000 tested, 0.38% active; AID 2100;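 further: 0% = full enzyme reaction and -100% = no-enzyme basal signal; the screen sought inhibitors and activators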
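Recombinant enzyme (4 nM final) with compounds titrated up to 77 uM and bovine liver glycogen (30 ug) in citrate pH 5.0, 0.01% Tween-20, 37 C 40 min. Released glucose detected by Amplex Red/glucose oxidase (Ex 573/Em 610); AC50 from Hill fits.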
An asterisk follows results filed as active; u = inconclusive; x = no result given; & = joins results of further samples; [ ] = another dose, or the depositor's remark. Unless noted, the call rests on the fitted dose curve; in most records, active means well fitted curve in the direction sought with a large enough effect; inconclusive means small, poorly fitted or top-dose-only effect, or another doubt; inactive means no such curve, though single readings can be large; an effect the other way counts as inactive or inconclusive. Potency means the concentration at half of the fitted maximal effect.

SMILES	Epigenetic reg	GAA spleen mod	Tau fluor cs	GAA inh	NPSR antagonist	aGal spleen mod	ALDH1A1 inh	GAA glycogen mod
CN(C(=O)COC(=O)C1CCN(S(=O)(=O)c2cccs2)CC1)c1ccccc1	-0.3%	-3%	-7%	-3%	-7%	-4%	-6%	4%
COC(CNC(=O)CCc1c(C)nc2c(-c3ccc(F)cc3)c(C)nn2c1C)OC	-1.0%	-3%	-7%	-4%	-5%[46.1 µM]	0%	14%	6%
CC(C)NC(=O)CSc1nc(N)c(-c2ccccc2)c(=O)[nH]1	1.7%	1%	15%	0%	3%	0%	u	5%
O=C(Nc1nccs1)c1csc2c1CCCC2	-2.0%	-11%	-11%	6%	-8%[46.1 µM]	-1%	u	-7%
O=C(NCc1ccccc1)c1c(F)c(F)c(F)c(F)c1F	0.0%	-3%	5%	-13%	-5%[46.1 µM]	0%	6%	-5%
Cc1cccc(NCCC(=O)c2ccc([N+](=O)[O-])cc2)c1C	-0.2%	0%	8.9µM*[quencher]	5%	-4%	-1%	0.18µM*	15%
COc1ccc(OCC(=O)N/N=C/c2ccncc2)cc1	-1.5%	2%	-13%	-5%	8%	3%	4%	27%
COC(=O)C1=C(C)Nc2c(c(=O)n(C)c(=O)n2C)C1c1ccncc1 (stereo unspecified)	0.9%	3%	-1%	-4%	24%	10%	3%	u
Cc1cccc(C(=O)NCN2CCN(c3ccccc3C#N)CC2)c1	-1.2%&1.1%&-2.7%	4%&-7%&4%	3%&0%&-9%	x	-3%[46.1 µM]	3%&-6%&8%	-6%	x
COc1cccc(-c2coc3c(C)c4oc(=O)c(CCC(=O)O)c(C)c4cc23)c1	-1.1%	4%	2%	x	x	-7%	6%	5%
O=C(CCCn1c(=O)oc2ccccc21)N1CCc2ccccc2C1	-1.1%	-3%	-11%	-12%	-5%[46.1 µM]	1%	u	5%
CCOc1ccccc1NC(=S)N1CCC(NC(=O)C(C)(C)C)CC1	-0.2%	1%	8%	14%	10%	-2%	-8%	0%
CCOc1ccc2nc(-c3ccccc3)nc(SCC(=O)Nc3ncc(C)s3)c2c1	3.5%	-11%	-8%	3%	-2%[46.1 µM]	-13%	12%	5%
Nc1nc2ncc(=O)[nH]c2c(=O)[nH]1	2.7%	8%	-12%	x	x	-3%	u	x
CN(c1cccc(NC(=O)CN2C(=O)c3ccccc3S2(=O)=O)c1)S(C)(=O)=O	0.9%	-17%	4%	0%	7%[46.1 µM]	17%	-3%	-1%
CCOC(=O)Cn1c(-c2ccccc2)ccc(C#N)c1=O	1.1%	1%	-4%	8%	-7%	-4%	1%	-1%
Cc1cc(OC(=O)c2ccccc2Br)cc(=O)n1C	-1.4%	-9%	-16%	4%	2%[46.1 µM]	1%	6%	5%
O=C(NCCN1C(=O)S/C(=C\c2ccccc2F)C1=O)C1CCN(S(=O)(=O)c2cccs2)CC1	0.4%	0%	-17%	0%	-1%	4%	u	-2%
O=C(CSc1ccccc1)Nc1cccc(S(=O)(=O)N2CCCC2)c1	0.0%	-5%	-28%	1%	-11%	5%	-8%	-1%
O=C(/C(=N\O)n1cncn1)c1ccc(Cl)cc1Cl	-0.1%	-2%	-6%	0%	-3%	-6%	7%	8%
CCN(CC)CCCN(Cc1cc2cc3c(cc2[nH]c1=O)OCO3)C(=O)Nc1ccccc1OC	-0.3%	-2%	-12%	13%	5%[46.1 µM]	7%	u	3%
COc1ccc(CCn2c(-c3cc([N+](=O)[O-])cc([N+](=O)[O-])c3)nc3nc4ccccc4nc32)cc1	-3.0%	3%	-9%	-3%	4%	-6%	4%	3%
Cc1ccc(C)c(C(=O)COC(=O)c2ccccc2N2C(=O)C3C4CCC(C4)C3C2=O)c1 (stereo unspecified)	-2.3%	-11%	-5%	-6%	-18%[46.1 µM]	-12%	u	-5%
O=C(CCS(=O)(=O)c1ccccc1)Nc1nc(-c2cccs2)cs1	0.6%	-2%	-24%	-2%	10%	1%	-9%	-6%
CCOC(=O)C1CCCN(CCC(=O)Nc2ccccc2)C1 (stereo unspecified)	0.1%	-5%	-16%	-5%	-4%[46.1 µM]	-1%	13%	-3%
O=C(NCCCCc1ccccc1)C1CC(c2ccc([N+](=O)[O-])cc2)=NO1 (stereo unspecified)	-1.1%	4%	u	-1%	-14%[46.1 µM]	3%	-3%	6%
Cc1oc(-c2ccccc2F)nc1CS(=O)(=O)CC(=O)NCCCc1ccccc1	-0.8%	-5%	-3%	u	-15%[46.1 µM]	-1%	-10%	3%
COc1ccc2[nH]c(=O)c(CN(CCc3ccccc3)C(C)=O)cc2c1	-0.4%	-1%	2%	9%	-3%[46.1 µM]	6%	u	-2%
CC(C)=CCCC1(C)C=Cc2c(O)c3c(c(CC=C(C)C)c2O1)OC12C(=CCCC1C(C)(C)O[C@@]2(C/C=C(\C)C(=O)O)C(=O)O)C3=O (stereo partly specified)	-0.5%	-5%	-2%	x	x	6%	3%	x
COc1nc(NCc2ccco2)nc(N2CCC(C)CC2)n1	1.5%	1%	-11%	u	-3%[46.1 µM]	1%	u	3%
CCc1cccc(CC)c1NC(=S)NCC(c1cccnc1)N(C)C (stereo unspecified)	0.0%	3%	-4%	2%	9%	-1%	-4%	4%
O=C(NCCc1ccccc1)c1cc(=O)c2ccccc2o1	-6.0%	-15%	4%	6%	5%	-1%	-1%	19%
C/C(=C\C1CCCCC1)C(NC(=O)c1cccnc1)c1ccc(-c2ccccc2)cc1 (stereo unspecified)	3.6%	-5%	-9%	x	x	5%	-6%	x
Cc1nc2nc(C)c(CCC(=O)N3CCOCC3)c(C)n2n1	0.0%	-6%	-7%	-1%	u	-15%	6%	3%
COc1ccc(C2NC(=O)c3ccccc3O2)c(OC)c1OC (stereo unspecified)	2.6%	9%	-7%	-4%[15.4 µM]	-6%[46.1 µM]	16%	u	-1%
O=S(=O)(O)c1nc2ccccc2n1Cc1ccccc1	2.9%	1%	-3%	5%	2%[46.1 µM]	-1%	-14%	3%
COc1ccccc1C(=O)N1CCNC(=O)C1CC(=O)Nc1ccc(Cl)cc1 (stereo unspecified)	1.5%	8%	-5%	2%	-11%[46.1 µM]	10%	3%	6%
CC1CN=C(Nc2cccc(S(=O)(=O)N(C)C)c2)S1 (stereo unspecified)	-1.3%	-7%	-11%	u	18%	-7%	-6%	1%
O=C(NCCCN=C1NS(=O)(=O)c2ccccc21)c1ccco1	0.0%	-5%	6%	5%	4%	-1%	20%	1%
CN(C)c1nnnn1-c1ccc(Oc2ncc(C(F)(F)F)cc2Cl)cc1	0.9%	-6%	-8%	-7%	-15%	-3%	-5%	6%
COc1cc(C2C(C#N)=C(N)N(c3cccnc3)C3=C2C(=O)CC(C)(C)C3)ccc1O (stereo unspecified)	0.0%	7%	-7%	-6%	-21%[46.1 µM]	0%	2%	u
COc1cc(C(=O)Nc2ccc(S(=O)(=O)N3CCCCC3C)cc2)cc(OC)c1OC (stereo unspecified)	-1.0%	-16%	u	-3%	-26%[46.1 µM]	-1%	u	-6%
CCN1C(=O)CC(C(=O)NCCc2ccc(S(N)(=O)=O)cc2)SC1=Nc1ccc(OC)cc1 (stereo unspecified)	-2.4%	-13%	-6%	3%	-1%	-1%	11%	0%
COC(=O)Cn1c(=O)c(C)nc2ccccc21	2.2%	x	9%	2%	24%	7%	u	-12%
CSc1ccccc1C(=O)Nc1ccccc1C	-1.9%	-3%	8%	0%	4%	5%	-2%	-5%
COc1cc2c(cc1OC)CN(C(=O)NS(=O)(=O)c1ccc(C)cc1)CC2	-0.9%	8%	6%	0%	-4%[46.1 µM]	11%	u	8%
Cc1oc(-c2ccccc2F)nc1CS(=O)(=O)CC(=O)NCCCN(C)C1CCCCC1	0.0%	-1%	-5%	-6%	0%[46.1 µM]	0%	-10%	7%
CN(C)c1cccc(C(=O)OCC(=O)Nc2ccccc2-c2ccccc2)c1	0.0%	-5%	-20%	u	-25%	2%	-13%	4%

Reformatted: results already given.
SMILES: O=C(NCCCN=C1NS(=O)(=O)c2ccccc21)c1ccco1
  Epigenetic reg: 0.0% | GAA spleen mod: -5% | Tau fluor cs: 6% | GAA inh: 5% | NPSR antagonist: 4% | aGal spleen mod: -1% | ALDH1A1 inh: 20% | GAA glycogen mod: 1%

SMILES: CN(C)c1nnnn1-c1ccc(Oc2ncc(C(F)(F)F)cc2Cl)cc1
  Epigenetic reg: 0.9% | GAA spleen mod: -6% | Tau fluor cs: -8% | GAA inh: -7% | NPSR antagonist: -15% | aGal spleen mod: -3% | ALDH1A1 inh: -5% | GAA glycogen mod: 6%

SMILES: COc1cc(C2C(C#N)=C(N)N(c3cccnc3)C3=C2C(=O)CC(C)(C)C3)ccc1O (stereo unspecified)
  Epigenetic reg: 0.0% | GAA spleen mod: 7% | Tau fluor cs: -7% | GAA inh: -6% | NPSR antagonist: -21%[46.1 µM] | aGal spleen mod: 0% | ALDH1A1 inh: 2% | GAA glycogen mod: u

The list goes on.
SMILES	Epigenetic reg	GAA spleen mod	Tau fluor cs	GAA inh	NPSR antagonist	aGal spleen mod	ALDH1A1 inh	GAA glycogen mod
COCCN(C(=S)Nc1c(C)cccc1C)C(C)c1cccs1 (stereo unspecified)	-2.1%	0%	-14%	-5%	-37%	7%	3%	-7%
COc1ccc(C2=C(Nc3ccc(F)cc3)c3ccccc3C2=O)cc1	-1.1%	-2%	-25%	-5%	-6%[46.1 µM]	4%	u	-19%
O=C(O)COc1c(-c2ccccc2)oc2ccccc2c1=O	7.8%	-6%	5%	-4%	1%[46.1 µM]	-4%	0%	u
CC1(C)CC(=O)C(CC(=O)Nc2ccc(S(N)(=O)=O)cc2)=C(O)C1	-1.1%	1%	-6%	6%	14%	9%	u	0%
O=C(NC(Cc1c[nH]c2ccccc12)C(=O)O)/C(=C/c1ccc(F)cc1)NC(=O)c1ccccc1 (stereo unspecified)	1.1%	3%	-3%	x	6%	15%	x	-4%
O=C(COc1ccccc1[N+](=O)[O-])Nc1ccc2c(c1)OCO2	0.9%	-18%	-12%	1%	1%	-8%	-15%	17%
COC(=O)CNC(=O)C1(C)C=CC2(CCCCC2)N1C(C)=O (stereo unspecified)	0.4%	-10%	-14%	x	x	5%	10%	x
OC(c1cccs1)(c1cccs1)C1C[N+]2(CF)CCC1CC2 (stereo unspecified)	-1.0%	-4%	-6%	8%	-1%[46.1 µM]	2%	7%	-1%
COc1ccc(N2C(=O)C3C4C=CC(C5CC45)C3C2=O)c([N+](=O)[O-])c1 (stereo unspecified)	1.9%	-2%	-1%	-3%	-3%[46.1 µM]	1%	-2%	1%

The list is partial; the hit share may differ from the screen's.
